# Assay outcomes from PubChem BioAssay.
# JMJD2A Tudor = blocks the human JMJD2A Tudor domain. O75164. AlphaScreen JMJD2A-Tudor / H3K4me3 peptide binding. Potency, µM (highest dose often 114 µM), for the others: top-dose activity change, negative = inhibition, most hits filed as inhibitors. hit rate 4.4% among 390,000. AID 504339; also: % is scaled to controls: 0 for no effect and ±100 for the full control effect; nearly all actives have a fitted effect of over 50% in size
# Pin1 inh = inhibitors of human Pin1 | Q13526 | Pin1 FP peptide displacement, HiFluor488, 10 min | Potency, µM (doses to about 115 µM), for inactives: top-dose activity, negative = inhibition, most hits filed as inhibitors | hit rate 0.009% among 390,000 | AID 504891; active = well fitted inhibition curve with a large enough effect in the polarisation, with a control signal flat, not every such curve was filed as active; inconclusive = small, poorly fitted or top-dose-only effect, or effect the other way, or a change in a side signal; inactive = no such curve, though single readings can be large or run the other way; the % refers to the polarisation; also: % is scaled to controls: 0 for no effect and ±100 for the full control effect
# BLM inh = Bloom syndrome helicase (human) inhibition. P54132. recombinant BLM DNA unwinding, fluorescence dequenching. Potency, µM (series often up to 56.1 µM), for the others: at the highest dose activity change, negative = inhibition, most hits filed as inhibitors. hit rate 0.2% among 350,000;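 also: plate controls were vehicle for no effect and no enzyme for full effect; nearly all actives have a fitted effect of over 35% in size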
# G9a block = inhibitors of human histone lysine methyltransferase G9a. Q96KQ7. G9a H3K9 monomethylation, AlphaScreen, 2 h. Potency, µM (top dose mostly 102 µM), without a hit: top-dose activity, negative = inhibition, most hits filed as inhibitors. hit rate 8.8% among 350,000; also: % is scaled to controls: 0 for no effect and ±100 for the full control effect; nearly all actives have a fitted effect of over 75% in size
# Target sequence (Q96KQ7 913-1193 limits assumed): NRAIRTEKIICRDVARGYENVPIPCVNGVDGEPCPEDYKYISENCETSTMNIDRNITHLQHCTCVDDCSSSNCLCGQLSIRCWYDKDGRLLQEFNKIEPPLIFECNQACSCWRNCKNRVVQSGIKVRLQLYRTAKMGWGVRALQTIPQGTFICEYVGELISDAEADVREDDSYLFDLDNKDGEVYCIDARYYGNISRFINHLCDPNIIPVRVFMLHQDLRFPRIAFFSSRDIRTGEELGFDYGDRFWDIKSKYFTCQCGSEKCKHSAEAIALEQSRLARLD
#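 Step 1: enzyme (final 20 nM) with compound, 15 min RT. Step 2: substrate peptide 500 nM and SAM 20 uM, 2 h RT. Step 3: anti-H3K9me1 antibody and AlphaScreen beads, 10 min, then plate read.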
# GLS inh = glutaminase GLS (human) inhibition | O94925 | GLS enzymatic activity, qHTS titration | Potency, µM (top dose mostly 45.5 µM), inactives show top-dose activity change, negative = inhibition, usual class: inhibitors | hit rate 0.21% among 410,000 | AID 624170; also: % is scaled to controls: 0 for no effect and ±100 for the full control effect
# Target sequence (O94925 whole entry, looked up): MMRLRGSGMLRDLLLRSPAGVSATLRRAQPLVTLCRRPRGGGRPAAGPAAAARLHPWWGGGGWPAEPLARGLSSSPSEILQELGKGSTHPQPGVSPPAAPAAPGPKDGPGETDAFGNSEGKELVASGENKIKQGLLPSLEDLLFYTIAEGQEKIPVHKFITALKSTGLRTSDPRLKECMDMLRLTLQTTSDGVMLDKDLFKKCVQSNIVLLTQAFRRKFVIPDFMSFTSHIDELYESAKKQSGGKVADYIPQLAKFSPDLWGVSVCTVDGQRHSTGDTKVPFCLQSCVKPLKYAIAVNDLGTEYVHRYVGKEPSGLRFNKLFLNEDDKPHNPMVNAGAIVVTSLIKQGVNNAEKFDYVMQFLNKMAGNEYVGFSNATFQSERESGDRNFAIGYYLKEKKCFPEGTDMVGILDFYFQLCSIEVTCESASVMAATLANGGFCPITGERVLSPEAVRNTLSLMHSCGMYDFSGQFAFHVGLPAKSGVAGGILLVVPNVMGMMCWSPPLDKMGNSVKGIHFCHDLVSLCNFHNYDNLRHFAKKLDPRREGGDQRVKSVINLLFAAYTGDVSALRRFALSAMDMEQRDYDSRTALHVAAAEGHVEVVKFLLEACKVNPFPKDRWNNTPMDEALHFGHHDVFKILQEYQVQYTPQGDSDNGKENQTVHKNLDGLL
#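 hKGA in 45 mM KH2PO4 (pH 8.2), 0.02% Tween-20 with compound, then 1mM L-Glutamine (stock as added) plus glutamate oxidase/HRP/Amplex red coupling mix. Fluorescence read initially and after 30 min at RT; signal change reflects glutamate formation.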
# Tb PGK inh = T. brucei PGK inhibition. Potency, µM (titrated, usually from 57.5 µM), inactives show at the highest dose activity change, negative = inhibition, actives largely listed as inhibitors. P07378. AID 602233. PGK/GAPDH coupled, Kinase-Glo luminescence, 60 min. hit rate 0.043% among 380,000; also: % is scaled to controls: 0 for no effect and ±100 for the full control effect; nearly all actives have a fitted effect of over 60% in size
#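 Recombinant glycosomal PGK reaction used 1,3-bisphosphoglycerate generated in-well by GAPDH (100nM final) in 100mM TEA pH 7.6, 5mM MgCl2, 0.01% Tween-20. After 60 minutes at room temperature, ATP was read by Kinase-Glo Plus luminescence end-point.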
# Pol iota inh = blocks human DNA polymerase iota activity. Pol iota fluorescent replication assay, 10 min. Potency, µM (series often up to 115 µM), inactives show top-dose activity, negative = inhibition, most hits filed as inhibitors. hit rate 1% among 390,000. AID 588590
#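 Pol iota at 10 nM preincubated 15 min with compounds at room temperature; reaction started with fluorescent substrate, 50 nM final. Fluorescence read kinetically at 0 and 10 min; buffer-only wells as negative control.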
# HP1b binding inh = inhibitors of HP1-beta chromodomain binding to methylated histone tails | P83916 | AlphaScreen HP1-beta / biotin-H3K9me3 peptide binding | Potency, µM (series often up to 114 µM), for the others: top-dose activity change, negative = inhibition, usual class: inhibitors | hit rate 0.56% among 390,000 | AID 540317; also: nearly all actives have a fitted effect of over 70% in size; inactives centre near 23
#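 AlphaScreen: HP1-beta (50 nM) preformed 30 min with biotin-H3(1-18)K9me3 peptide (50 nM) in PBS pH 7.4, 0.01% Tween-20. Compound added for 30 min at RT, then streptavidin donor/nickel chelate acceptor beads (10 ug/mL) for 30 min.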
# BAZ2B inh = inhibitors of human BAZ2B bromodomain | Q9UIF8 | AlphaScreen BAZ2B-H3K14Ac peptide displacement | Potency, µM (titrated, usually from 114 µM), without a hit: at the highest dose activity change, negative = inhibition, most hits filed as inhibitors | hit rate 4.4% among 360,000 | AID 504333; also: % is scaled to controls: 0 for no effect and ±100 for the full control effect; nearly all actives have a fitted effect of over 60% in size
#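 Compounds, titrated to a top concentration of 110 uM, were incubated 30 min at room temperature with preformed BAZ2B/acetyl-K14 H3 peptide complex (50 nM each). Proximity signal was measured by AlphaScreen after 20 min with beads.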
# * marks the source's active call; other numbers are inactive results; i = inactive; ? = inconclusive; . = no result given; & = joins results of further samples; [ ] = remark or other dose. Unless noted, calls follow the shape of the dose curve; as a rule, active = well fitted curve in the direction sought with a large enough effect; inconclusive = small, poorly fitted or top-dose-only effect, or another doubt; inactive = no such curve, though single readings can be large; an effect the other way counts as inactive or inconclusive. Potency is read from the fitted curve at half-maximal effect. An excerpt; rates above refer to the full screens.
JMJD2A Tudor	GLS inh	BAZ2B inh	HP1b binding inh	Pol iota inh	Pin1 inh	BLM inh	G9a block	Tb PGK inh	Molecule
-13.1%	7.0%	.	24.4%	42.2%[activator]	1.3%	-1.1%	12.8%	i	COc1ccc(C(CC(=O)O)NC(=O)Nc2ccccc2)cc1OC (centres undefined)
-15.3%	2.5%	0.8%	-0.3%	17.5%	-3.3%	-1.9%	0.0%[59 µM]	3.8%	CCOc1ccc(N2CC(NC(=O)c3ccc(S(=O)(=O)N4CCCC4)cc3)CC2=O)cc1 (centres undefined)
-25.0%	26.7%	?	-1.9%	-5.7%	0.0%	-5.9%	19.8%[59 µM]	-2.5%	N#C/C(=C\c1ccc([N+](=O)[O-])cc1)C(=O)Nc1ccccc1O
8.6%	-6.9%	7.7%	56.6%[activator]	9.4%	-5.7%	2.3%	15.0%[59 µM]	-8.4%	CCNc1nc(OC)nc(SCC(N)=O)n1
-13.3%	-7.1%	-2.6%	28.3%	13.4%	-6.7%	1.0%	42.2%[59 µM]	1.7%	CCN1CNC(=S)N(c2cccc(C)c2C)C1
6.3%	-3.6%	-0.9%	32.0%	-1.8%	0.3%	-1.1%	-9.7%[59 µM]	-3.5%	CCC(C(=O)N1CCN(c2ccccc2F)CC1)n1nc(C)c2sc3ccccc3c2c1=O (centres undefined)
-12.2%	0.3%	-14.9%	25.4%	23.0%	3.6%	-1.5%	50.4%[activator]	-4.4%	CN(Cc1cnn(C)c1)C(=O)C1CCC(=O)N(Cc2cccc(F)c2)C1 (centres undefined)
-31.7%	-18.7%	.	8.3%	-14.5%	-7.5%	.	.	-0.1%	Nc1ccc2c(c1)C(=O)c1cc(Cl)c(Cl)cc1-2
-14.8%	1.3%	-21.0%	37.3%	19.0%	2.1%	-4.7%	-2.0%[59 µM]	i	O=C(c1ccc2c(c1)N(Cc1ccc(Cl)cc1)C(=O)c1ccccc1S2(=O)=O)N1CCCCC1
-6.5%	9.2%	13.5%	21.9%	4.6%	0.1%	-1.5%	.	-2.7%	CCc1ccccc1NC(=O)c1ccccc1N1C(=O)C2C3C=CC(C3)C2C1=O (centres undefined)
1.0%	-2.7%	11.2%	25.2%	29.5%	0.4%	-3.4%	10.5%	-5.5%	CCOCCCNC(=O)C1CC(=O)N(CCc2ccccc2)C1 (centres undefined)
89.1µM*	39.1%[activator]	?	72.7%[activator]	11.3%	-4.2%	1.0%&1.6%&-5.0%	6.9%&-22.7%[2.33 µM]	i	Cc1ccc(S(=O)(=O)NC(=O)NN2CC3CCCC3C2)cc1 (centres undefined)
-6.9%	-3.7%	-19.4%	64.7%[activator]	28.7%	-6.0%	0.9%	39.6%[activator]	-5.5%	COc1ccc(CCNS(=O)(=O)c2ccc3c(c2)NC(=O)CCS3)cc1OC
-8.2%	0.9%	6.6%	17.8%	1.6%	11.3%	-15.2%	-8.1%[59 µM]	-9.0%	CS(=O)(=O)N1CCN(c2ccccc2NC(=O)C(c2ccccc2)c2ccccc2)CC1
2.0%	1.2%	-13.6%	38.9%	-8.7%	0.2%	-0.2%	-12.2%	i	Cc1ccc(S(=O)(=O)N2CCN(C(=O)CSc3nnnn3C)CC2)c(C)c1
79.4µM*	11.3%	50.1µM*	-13.6%	?	?	-28.9%	14.1µM*	i	COc1ccc(C2=NN(c3nc(-c4ccccc4)c(CC(=O)O)s3)C(c3ccco3)C2)cc1 (centres undefined)
31.6µM*	-1.0%&-3.9%	20µM*	-14.0%	2.24µM*	-0.5%	-13.2%	?	?	COc1cc(NC(=O)c2cnc(N)s2)cc(C(=O)Nc2cccc(C(F)(F)F)c2)c1
-29.7%	-2.5%	-9.4%[57.1 µM]	5.5%	41.3%[activator][58.9 µM]	5.1%	-4.8%	?	-0.1%	Cc1cccc(NC(=S)NNC(=O)c2csc3c2CCCC3)c1
-26.2%[57.1 µM]	11.7%	-11.1%	38.9%	14.7%	-0.2%	-14.9%	8.1%[59 µM]	i	Cn1cnnc1SC1c2cccc3cccc(c23)C1NS(=O)(=O)c1ccccc1 (centres undefined)
-1.6%&-27.2%	2.6%&1.6%	-21.9%&-12.3%	38.7%&13.7%	22.8%&17.0%	0.1%&-2.2%	-7.1%&-0.9%	21.1%	3.1%	COc1ccc(CNC(=O)Cn2cccc2C(=O)c2ccccc2C)cc1
5.62µM*	6.2%	0.891µM*	29.6%	17.6%	5.3%	-1.5%	1.9%[12.7 µM]	-5.9%	CNc1nc(-c2ccccn2)nnc1-c1ccccc1
-1.8%	-6.3%	12.3%	-1.3%	-17.4%	0.8%	-1.7%	16.2%[12.7 µM]	-3.9%[11.5 µM]	CC(=O)SCC(C)C(=O)NCc1ccccc1 (centres undefined)
3.0%[57.1 µM]	-2.6%	-35.8%	44.4%[activator]	110.0%[activator]	3.6%	-2.4%	-19.7%	-9.4%	COc1ccccc1OCC(=O)N/N=C1/C=C(C)CC1
50.1µM*	3.5%	-9.0%	-22.9%	56.4%[activator]	-4.9%	-1.9%	7.5%	3.0%	CCOc1ncccc1C(=O)N1CCN(c2cc(Cl)ccc2C)CC1
?	22.8%	7.9%	2.6%	3.7%	-2.0%	-1.9%	20.5%[12.7 µM]	-7.1%	COc1ccc(-c2ncncc2-c2csc(C)n2)c(O)c1OC
-1.5%	4.0%	-10.9%	12.9%	-19.1%	106.9%[activator]	-3.7%	.	-0.9%	Cc1cccc(-n2c(Cc3cc(=O)[nH]c(=O)[nH]3)nnc2SCC(=O)N2CCc3ccccc32)c1
-15.7%	-5.4%	-1.2%	9.8%	35.7%[activator]	4.1%	-3.9%	5.9%	13.9%	CCOc1ccccc1OCCCC(=O)Nc1nc2ccccc2[nH]1
-9.0%	-4.9%	.	23.3%	17.5%	-2.6%	-3.3%	-2.1%[59 µM]	-5.9%	CC(C)(C)NC1=CC(=O)OC12CCCCC2
-33.1%	2.5%	?	19.4%	19.0%	32.5%[activator]	-1.1%	35.5µM*	-2.7%	CCc1ccc(Nc2n[n+](-c3ccccc3)c(-c3ccc(OC)c(Br)c3)s2)cc1
8.1%	-1.1%	4.2%	53.0%[activator]	10.4%	-0.4%	0.3%	-1.3%[59 µM]	-0.2%	CCOC(=O)c1c(/N=C/C2C(=O)CC(C)(C)CC2=O)sc(C)c1C
-21.9%	1.5%	0.6%	10.0%	29.6%	-6.4%	1.8%	-0.7%	-5.9%	O=C(NCc1ccccc1Cl)C1CCC(=O)N(C2CC2)C1 (centres undefined)
-11.3%	0.1%	12.8%	30.5%	6.3%	-0.3%	-1.4%	-17.7%	-5.8%	N#Cc1ccc(-c2csc(NC(=O)C3CC3)n2)cc1
?	-2.0%	-28.2%	-1.7%	-10.5%	-1.5%	-14.7%	?	i	CCOc1ccc(NS(=O)(=O)c2ccc(NC(=S)NC(=O)CC(C)C)cc2)cc1
-16.0%	-4.2%	?	20.2%	39.6%[activator]	-2.3%	2.8%	11.7%[0.501 µM]	-8.4%	COc1ccc(NC(=O)c2ccccc2C)cc1
2.2%	-12.2%	-7.1%	28.4%	102.8%[activator]	-0.2%	-2.1%	-1.1%	i	O=C(CSc1ccccn1)NCc1ccc2c(c1)OCO2
-33.6%	-7.6%	-1.9%	50.8%[activator]	24.7%	4.1%	-2.2%	?	i	COc1cccc(CSc2nc3ccncc3n2CC(=O)Nc2ccc(OC)c(OC)c2OC)c1
-9.0%	-6.5%	-13.8%	29.6%	-2.8%	5.1%	.	-33.8%[0.501 µM]	i	CCOc1ccc2nc(NC(=O)CSCC(=O)Nc3cc(C)on3)sc2c1
0.0%	1.9%	7.2%	16.8%	29.8%	-4.3%	0.9%	15.9%	1.6%	Cc1ccc(C(OC(=O)c2ccco2)C(=O)NC2CCCC2)cc1 (centres undefined)
-13.4%&-3.5%	-3.0%&-10.2%	-1.7%&-24.3%	9.6%&11.6%	4.6%&13.5%	-0.5%&-9.6%	6.7%&-3.4%	12.6%&4.7%[59 µM]	3.0%&-2.8%	Cc1c(C(=O)O)oc2c1C(O)CC(C)(C)C2 (centres undefined)
44.7µM*	0.5%	-7.0%	22.8%	30.1%[activator]	-16.8%	-5.2%	?	-0.6%	O=C(C1=C(O)C(=O)N(CCN2CCOCC2)C1c1ccc([N+](=O)[O-])cc1)c1cccs1 (centres undefined)
0.0%	-0.8%	5.1%	45.5%[activator]	19.8%	-2.4%	5.3%	1.3%[59 µM]	-5.9%	O=C(Nc1cccc(F)c1)c1sc(Cl)nc1-c1ccccc1
-18.9%	14.2%	-7.8%	0.8%	7.7%	-1.6%	65.8%[activator]	56.2µM*	1.3%	C[C@@H]1NC(=O)[C@H](CCCN=C(N)N)NC(=O)c2cc([N+](=O)[O-])cc(I)c2NCCC[C@@H](C(N)=O)NC1=O
-4.3%	-4.6%	-14.2%	2.2%	-10.2%	-0.6%	-8.2%	?	.	CCNc1nc(NC(C)C)nc(Oc2ccc(OCCOc3ccc(C)cc3)nn2)n1
-15.4%	-11.1%	?	18.1%	78.0%[activator]	-7.3%	0.4%	-7.1%[59 µM]	-0.3%	CN(Cc1ccc(Br)cc1)C(=O)CCN1C(=O)c2cccc([N+](=O)[O-])c2C1=O

# 3 entries picked at random from those above, as already listed:
JMJD2A Tudor	GLS inh	BAZ2B inh	HP1b binding inh	Pol iota inh	Pin1 inh	BLM inh	G9a block	Tb PGK inh	Molecule
44.7µM*	0.5%	-7.0%	22.8%	30.1%[activator]	-16.8%	-5.2%	?	-0.6%	O=C(C1=C(O)C(=O)N(CCN2CCOCC2)C1c1ccc([N+](=O)[O-])cc1)c1cccs1 (centres undefined)
?	-2.0%	-28.2%	-1.7%	-10.5%	-1.5%	-14.7%	?	i	CCOc1ccc(NS(=O)(=O)c2ccc(NC(=S)NC(=O)CC(C)C)cc2)cc1
-18.9%	14.2%	-7.8%	0.8%	7.7%	-1.6%	65.8%[activator]	56.2µM*	1.3%	C[C@@H]1NC(=O)[C@H](CCCN=C(N)N)NC(=O)c2cc([N+](=O)[O-])cc(I)c2NCCC[C@@H](C(N)=O)NC1=O
